Source: PubChem BioAssay
FXIIa inh: inhibitors of human coagulation factor XIIa | purified human FXIIa, AMC substrate fluorescence, 2 h | inhibition, % at 10 µM | hit rate 0.2% among 33,000; in the data active = inhibition above about 30%;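 note: 0% = enzyme with vehicle only and 100% = no enzyme blank; many of its hits are not listed in these tables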
FXIa single inh: blocks human coagulation factor XIa activity; P03951; purified human FXIa, fluorogenic AMC substrate cleavage; inhibition, % at 10 µM; hit rate 0.3% among 33,000;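 active = inhibition above 40% in the primary screen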;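 note: 0% = enzyme without compound and 100% = blank wells lacking enzyme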
Target sequence (P03951 19-387 limits assumed): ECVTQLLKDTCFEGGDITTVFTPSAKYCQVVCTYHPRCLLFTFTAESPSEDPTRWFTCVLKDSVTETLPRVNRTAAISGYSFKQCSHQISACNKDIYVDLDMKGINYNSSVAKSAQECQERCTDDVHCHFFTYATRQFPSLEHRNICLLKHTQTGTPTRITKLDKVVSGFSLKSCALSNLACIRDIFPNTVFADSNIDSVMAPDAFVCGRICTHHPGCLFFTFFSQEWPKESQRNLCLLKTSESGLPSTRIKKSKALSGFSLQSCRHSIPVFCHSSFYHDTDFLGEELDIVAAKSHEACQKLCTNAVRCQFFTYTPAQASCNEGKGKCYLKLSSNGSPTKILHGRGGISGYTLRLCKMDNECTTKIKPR
Target sequence (P03951 388-625 limits assumed): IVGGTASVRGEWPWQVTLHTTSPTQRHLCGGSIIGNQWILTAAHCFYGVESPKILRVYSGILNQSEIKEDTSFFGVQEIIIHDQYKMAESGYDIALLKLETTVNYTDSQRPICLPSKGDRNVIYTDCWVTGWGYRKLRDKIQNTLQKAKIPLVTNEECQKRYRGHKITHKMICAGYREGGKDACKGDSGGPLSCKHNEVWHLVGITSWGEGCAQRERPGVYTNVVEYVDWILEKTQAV
Numbers without * were called inactive; & = joins results of further samples. A portion of the library (hit frequency here may not be typical).

No.	FXIIa inh	FXIa single inh	canonical_smiles
1	2	1	COc1ccc(/C(O)=C2/C(=O)C(=O)N(CCN3CCOCC3)C2c2cccnc2)cc1OC (stereo not given)
2	2	-6	CNC(=O)c1ccccc1-c1ccccc1
3	7	0	CCn1c(SCC(=O)Nc2ccc(C(=O)OC)cc2)nc2cccnc21
4	-1	-8	Cc1nc2ccccc2c(=O)n1NC(=O)Cc1ccc(Br)cc1
5	9	2	N#Cc1c(SCc2ccccc2)sc(C(=O)c2ccccc2)c1N
6	7	-4	CCOc1ccc2c(c1)-c1c(ssc1=S)C(C)(C)N2C
7	-13	3	O=C(Nc1ccc(-n2cnnn2)cc1)C1CCC1
8	9	-12	Cc1cc(NC(c2ccc(Cl)cc2)c2ccc3cccnc3c2O)no1 (stereo not given)
9	11	4	Cn1nc(-c2ccc(C(=O)Nc3cccc(Cl)c3)cc2)c2ccccc2c1=O
10	-12	-15	Cc1cccc(CC(=O)OCn2nnc3ccccc3c2=O)c1

No.	FXIIa inh	FXIa single inh	canonical_smiles
11	2	-3	c1csc(C(c2nnnn2C2CCCCC2)N2CCN(c3nc4ccccc4s3)CC2)c1 (stereo not given)
12	6	4	CN(C)C(=O)CCN1CCOCC1
13	3	2	CCN(CC)S(=O)(=O)c1ccc(F)c(C(=O)NCCC(C)C)c1
14	-17	27	COc1ccccc1CNC(=O)CSc1nc(N)c(C#N)c(-c2cccs2)c1C#N
15	6	-1	CCOCC(=O)Nc1nc2ccc(S(C)(=O)=O)cc2s1
16	1	1	CN(C(=O)c1cccc(Nc2ccc(-c3ccc4c(c3)OCCO4)nn2)c1)C1CCCCC1
17	3	-4	O=C(O)c1ccc(S(=O)(=O)N2CCCCCC2)cc1
18	6	11	O=C(Nc1cc(Cl)ccc1N1CCCCC1)c1cccs1
19	2	5	CCOc1nc(NC(C)C)nc(NC(C)C)n1
20	-15	20	CN1c2ccsc2C(O)=C(C(=S)Nc2ccc(F)c(Cl)c2)S1(=O)=O

Look-ups from the list:
CCN(CC)S(=O)(=O)c1ccc(F)c(C(=O)NCCC(C)C)c1 – FXIIa inh = 3
CN1c2ccsc2C(O)=C(C(=S)Nc2ccc(F)c(Cl)c2)S1(=O)=O – FXIIa inh = -15
c1csc(C(c2nnnn2C2CCCCC2)N2CCN(c3nc4ccccc4s3)CC2)c1 (stereo not given) – FXIa single inh = -3

Carrying on:
No.	FXIIa inh	FXIa single inh	canonical_smiles
21	-17	1	COc1ccccc1NC(=O)Nc1c(C)n(C)n(-c2ccccc2)c1=O
22	-1	-9	O=C(CSc1ccccc1C(=O)O)NC1CCCCCCC1
23	5	-5	COc1cc2c(cc1OC)C1(Nc3c-2c(Cc2ccccc2)nn3-c2ccccc2)C(=O)Nc2ccccc21 (stereo not given)
24	-16	-1	CC(C)C(c1nnnn1Cc1ccco1)N1CCC(C(N)=O)CC1 (stereo not given)
25	9	5	Cc1c(NC(=O)Oc2ccccc2)sc(=S)n1C
26	5	-1	O=C(NCc1ccc2c(c1)OCO2)c1cccc(F)c1
27	-77	-9	O=C(c1cc2c(ccc3ccccc32)oc1=O)N1CCCC1
28	5	-6	COc1ccc(CN(C(=O)c2oc3ccccc3c2C)C2CCS(=O)(=O)C2)cc1OC (stereo not given)
29	2	-5	CCCCc1nnc(NC(=O)CS(=O)(=O)Cc2ccccc2)s1
30	1	-4	CC1(c2ccccc2)CC2CC(c3ccccc3)N1O2 (stereo not given)

No.	FXIIa inh	FXIa single inh	canonical_smiles
31	4	-1	Cc1ccccc1N=C(NOCc1ccc(Cl)cc1Cl)c1nonc1N
32	9	-8	CC1CCN(C(=O)C2CCN(S(=O)(=O)c3cccnc3)CC2)CC1
33	6	-6	CS(=O)(=O)Nc1ccc(C(=O)Nc2ccc3c(c2)OCCO3)cc1
34	-16	16	Cc1cccnc1Nc1nc(-c2ccc(O)c(O)c2)cs1
35	-2	-6	Cn1cnc([N+](=O)[O-])c1Nc1ccc(O)cc1
36	6	4	COc1ccc(C2=NOC3(CC(=O)N(c4ccc(C)cc4)C3=O)C2)c(OC)c1 (stereo not given)
37	5	0	CCC(C)NS(=O)(=O)c1ccc(S(=O)(=O)N(CC(=O)Nc2ccccc2)CC2CCCO2)cc1 (stereo not given)
38	-16	22	CC(=O)NC1=NC(=O)C(C)S1 (stereo not given)
39	3	-7	COC(=O)[C@H](Cc1ccccc1)NC(=O)NCCC1=CCCCC1
40	1	-5	CCN(CC)c1ccc(NC(=O)c2cccc(F)c2)c(C)c1

Laid out differently: entries from further up.
35. Cn1cnc([N+](=O)[O-])c1Nc1ccc(O)cc1
  FXIIa inh: -2 | FXIa single inh: -6
37. CCC(C)NS(=O)(=O)c1ccc(S(=O)(=O)N(CC(=O)Nc2ccccc2)CC2CCCO2)cc1 (stereo not given)
  FXIIa inh: 5 | FXIa single inh: 0

Additional compounds.
No.	FXIIa inh	FXIa single inh	canonical_smiles
41	-9&-4	16&-4	CCOC(=O)c1[nH]c(C)c(CCC(=O)O)c1C
42	5	-1	Cc1cc(NC(=O)CCC(=O)N(CC(=O)NCC2CCCO2)c2ccccc2C)no1 (stereo not given)
43	2	7	CCOC(=O)Cn1nnnc1CN(Cc1ccccc1)Cc1cc2cc(CC)ccc2[nH]c1=O
44	4	-5	CCc1nnc(NC(=O)CSc2nnc(-c3cccnc3)n2CC)s1
45	9	4	CC(=O)SCCC(=O)Nc1ccccc1
46	-6	19	O=S(=O)(Nc1nc2ccc(S(=O)(=O)N3CCCC3)cc2s1)c1ccc(F)cc1
47	21	3	O=C(C1CCCN(S(=O)(=O)c2cccc3nonc23)C1)N1CCN(c2ccccc2)CC1 (stereo not given)
48	8	1	Cc1noc(NS(=O)(=O)c2ccc(NC(=O)CCCOc3ccc(Cl)cc3Cl)cc2)c1C
49	6	-6	O=C(NCc1ccc(N2CCCC2=O)cc1)Nc1ccccc1
50	7	-6	C=CCn1cc(C(=O)OC)c(=O)c2cc(S(=O)(=O)N(CC)CC)ccc21

No.	FXIIa inh	FXIa single inh	canonical_smiles
51	5	10	CCOC(=O)c1[nH]c(COC(=O)c2ccccc2NC(=O)c2ccco2)c(C(=O)OCC)c1C
52	2	-4	c1ccc(-n2ncc3c(N4CCN(c5ccccn5)CC4)nc(N4CCCCC4)nc32)cc1
53	4	-5	CC1CCCC(C)N1C(=O)CN1C(=O)C(C)(C)Oc2ccc(C(=O)NC3CCCC3)cc21 (stereo not given)
54	-1	3	CN(CC(=O)NCc1ccc2c(c1)OCO2)S(=O)(=O)c1ccc(Br)s1
55	-13	31	O=C(CCc1ccccc1)Nc1c(F)cccc1F
56	-15	2	N#CC1=C(N)Oc2n[nH]c(-c3ccccc3)c2C1c1ccncc1 (stereo not given)
57	-1	1	COc1cccc(Nc2nnc(SCC(=O)N(CC(C)C)CC(C)C)s2)c1
58	4	4	COC(=O)CNC(=O)CSc1nnc(-c2ccc(OC)cc2)n1CC(C)C
59	-10	16	CC1=CN2CC(O)CN=C2C=C1 (stereo not given)
60	1	-2	Cc1c(CCC(C)C)c(=O)n2c([nH]c3ccccc32)c1C#N

No.	FXIIa inh	FXIa single inh	canonical_smiles
61	-8	0	Oc1ccc2ccc3cccc[n+]3c2c1
62	4	-10	COc1cc(OC)c(C2=NOC(C(=O)N3CCc4ccccc4C3)C2)cc1Cl (stereo not given)
63	-1	0	CCOC(=O)c1cnc(SCc2nc(N)nc(Nc3ccccc3OC)n2)nc1N
64	9	0	Cc1ccc(-n2c(C)cc(C3N=C(N)Nc4nc5ccccc5n43)c2C)c(C)c1 (stereo not given)
65	10	5	Cc1ccc(Cc2nnc3n(-c4cccc(C)c4)nc(C(=O)c4ccccc4)n3c2=O)cc1
66	2	2	COc1ccccc1-c1nnc(SC2CCc3ccccc3NC2=O)s1 (stereo not given)
67	4	4	Cc1cccnc1NC(=O)c1c(O)c2ccccc2n(C)c1=O
68	5	-2	Clc1ncnc2scc(C3COc4ccccc4O3)c12 (stereo not given)
69	7	-6	CC(C)(C)C(=O)[C@@H]1[C@@H]2C(=O)N(C3CCCCC3)C(=O)[C@@H]2[C@H]2c3ccccc3C=CN12
70	5	2	COc1ccc(OC)c(NC(=O)CSc2nnc(CNC(=O)c3ccco3)o2)c1

Record cards (already shown). Order of values: FXIIa inh	FXIa single inh
`CCOC(=O)c1cnc(SCc2nc(N)nc(Nc3ccccc3OC)n2)nc1N` in the list: -1	0
`Cc1ccc(-n2c(C)cc(C3N=C(N)Nc4nc5ccccc5n43)c2C)c(C)c1` (stereo not given) in the list: 9	0

Remaining list, next part.
No.	FXIIa inh	FXIa single inh	canonical_smiles
71	9	13	CCCS(=O)(=O)C(=C(Nc1ccccc1)Nc1ccccc1)S(=O)(=O)CCC
72	13	5	C=CCn1c(SCC(=O)NCc2ccccc2)nnc1-c1cc(Br)ccc1O
73	-11	15	O=S(=O)(Cc1cc(Sc2ccc(Cl)cc2)nc(-c2ccccc2)n1)c1ccccc1
74	1	5	O=C(NC1CCCC1)C(c1ccc(Cl)cc1)N1CCc2ccccc21 (stereo not given)
75	11	-4	CCSc1nc2nn(-c3ccccc3)c(=O)c-2c2n1CCCCC2
76	-15	-13	O=C1C(Cl)=C(NCC2CCCO2)C(=O)N1c1cccc(Cl)c1Cl (stereo not given)
77	2	-7	CCOC(=O)Cn1c(=N)n(CCOc2ccc(OC)cc2)c2ccccc21
78	7	-1	N#CCSc1nnc2c(Cl)cc(Cl)cn12
79	4	2	CCOC(=O)c1cnc2c(Cl)cc(Cl)cc2c1NCCOCCO
80	-9	-9	Clc1ccc(-c2noc(CSc3nnc(Cc4cccs4)n3-c3ccccc3)n2)cc1

No.	FXIIa inh	FXIa single inh	canonical_smiles
81	-1	-5	COc1ccc(-c2nc(C#N)c(NCCCn3ccnc3)o2)cc1OC
82	7	5	COc1ccc(NC(=O)C2C3C=CC4(CN(Cc5cccnc5)C(=O)C24)O3)c(OC)c1 (stereo not given)
83	-18	9	Cc1nc(SCC(=O)NCc2ccco2)c2oc3ccccc3c2n1
84	5	6	O=C(CN1C(=O)c2cccc3cccc1c23)NCc1ccccn1
85	5	-9	O=C1OC(Nc2ncccn2)c2ccccc21 (stereo not given)
86	5	5	COc1ccc(-c2cnc3nc[nH]c(=O)c3n2)cc1
87	9	3	O=c1oc(-c2cccnc2)nc2ccccc12
88	7	-25	Cc1cccc(N2CCN(C(=O)CCCSc3nc4ccccc4[nH]3)CC2)c1C
89	7	2	O=C(CSCc1ccccc1)N1CCc2ccccc21
90	6	3	Cc1nc(-c2ccccc2)cs1

Six records picked at random from the list so far, as already listed:
No.	FXIIa inh	FXIa single inh	canonical_smiles
86	5	5	COc1ccc(-c2cnc3nc[nH]c(=O)c3n2)cc1
83	-18	9	Cc1nc(SCC(=O)NCc2ccco2)c2oc3ccccc3c2n1
85	5	-9	O=C1OC(Nc2ncccn2)c2ccccc21 (stereo not given)
90	6	3	Cc1nc(-c2ccccc2)cs1
81	-1	-5	COc1ccc(-c2nc(C#N)c(NCCCn3ccnc3)o2)cc1OC
82	7	5	COc1ccc(NC(=O)C2C3C=CC4(CN(Cc5cccnc5)C(=O)C24)O3)c(OC)c1 (stereo not given)

Remaining list, next part
No.	FXIIa inh	FXIa single inh	canonical_smiles
91	1	-5	C=CCc1cc(OC)ccc1OCCON1C(=O)CCC1=O
92	9	-1	Cc1ccc(OCC(=O)N2CCN(C3=NS(=O)(=O)c4ccccc43)CC2)cc1
93	-12	19	CCCNS(=O)(=O)c1ccc(OCC(=O)NCCC2=CCCCC2)cc1
94	5	-6	Cc1cc(=O)oc2cc(OCCSCCN3CCOCC3)ccc12
95	4	-5	CCn1c(N)c(C(=O)N2CCOCC2)sc1=S
96	-10	-15	COCCn1nnnc1CN1C2CCCC1CC(NC(C)=O)C2 (stereo not given)
97	4	-4	CN1CCN(C(=O)N2c3ccccc3C=Cc3ccccc32)CC1
98	4	8	O=S(=O)(O)c1nc2ccccc2n1Cc1ccccc1
99	6	9	CCC(=O)N1CCc2cc(S(=O)(=O)NCCN3CCCCC3CC)ccc21 (stereo not given)
100	12	-2	Cc1ccc(C(=O)Nc2nc3ccc(S(C)(=O)=O)cc3s2)o1
